Screens from PubChem BioAssay.
Fam108B counter – Fam108B inhibition, counter-screen for RBBP9 inhibitors. recombinant Fam108B, FP-Rh probe fluorescence polarization. inhibition, % at 9.51 µM. actives 0.33% (n = 300,000). AID 1947;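 active means inhibition above the screen mean inhibition plus 3 SD, computed separately per campaign, cut at about 18% in these data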;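 further: inhibitors lower polarization as less probe binds the enzyme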
PME-1 inh – blocks human protein phosphatase methylesterase 1. inhibition, % at 5.9 µM. Q9Y570. actives 0.53% (n = 320,000). AID 2130. recombinant PME-1, FP-Rh probe fluorescence polarization;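 active means inhibition above the campaign mean of all compounds plus 3 SD, cut at about 26% in these data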;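 further: competitive labeling of PME-1 active site by serine hydrolase directed probe; 0% = PME-1 with DMSO and 100% = wells lacking PME-1 enzyme; inhibitors block probe labeling so polarization falls and inhibition rises; many of its hits are not listed in these tables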
Target sequence (Q9Y570 whole entry, looked up): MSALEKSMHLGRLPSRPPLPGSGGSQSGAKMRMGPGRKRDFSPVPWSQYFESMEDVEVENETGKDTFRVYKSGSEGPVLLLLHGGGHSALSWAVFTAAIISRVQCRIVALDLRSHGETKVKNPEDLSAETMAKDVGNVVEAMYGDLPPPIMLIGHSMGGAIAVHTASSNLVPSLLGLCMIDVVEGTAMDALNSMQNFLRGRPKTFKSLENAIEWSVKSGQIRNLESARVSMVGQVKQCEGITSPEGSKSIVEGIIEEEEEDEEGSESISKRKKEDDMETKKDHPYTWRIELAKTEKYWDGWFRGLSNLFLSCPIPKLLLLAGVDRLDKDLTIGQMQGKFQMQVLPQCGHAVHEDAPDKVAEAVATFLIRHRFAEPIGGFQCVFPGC
Bcl-xL primary – Bcl-xL (human) inhibition; Q07817; GST-Bcl-xL / FITC-Bim BH3 peptide fluorescence polarization; inhibition, % at 10.9 µM; actives 0.7% (n = 320,000);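 active means inhibition above the mean of all tested compounds plus 3 SD, cutoff set per campaign, cut at about 30% in these data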;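 further: 0% = DMSO wells and 100% = unlabeled Bim-BH3 peptide competitor; inhibitors lower millipolarization by displacing the labeled peptide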
GLD-1 RNA inh – GLD-1-TGE RNA interaction inhibition (C. elegans). actives 0.44% (n = 320,000). purified GLD-1 + fluorescein TGE RNA, fluorescence polarization. inhibition, % at 5.96 µM;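 active means percent inhibition above a per-plate cutoff, the plate mean of test compounds plus 3 SD, cut at about 30% in these data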;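 further: 0% = DMSO wells with GLD-1 and probe and 100% = wells lacking GLD-1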
pPAFAH inh – pPAFAH (human) enzyme inhibition. recombinant pPAFAH, FP-rhodamine probe fluorescence polarization. inhibition, % at 3.39 µM. actives 1.5% (n = 330,000). AID 463082;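 active means inhibition above the mean inhibition across the screen plus 3 SD, cut at about 25% in these data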;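 further: inhibitors block binding of the rhodamine activity-based probe so polarization drops; 0% = enzyme with DMSO and 100% = wells lacking pPAFAH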
PAFAH1B2 inh – inhibitors of human PAFAH1B2 | P68402 | recombinant PAFAH1B2, FP-rhodamine activity probe, fluorescence polarization | inhibition, % at 3.39 µM | actives 1.2% (n = 340,000) | AID 492953;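 active means inhibition above the mean of all tested compounds plus 3 SD, cut at about 24% in these data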;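 further: 0% = enzyme with DMSO and 100% = wells lacking PAFAH1B2; many of its hits are not listed in these tables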
MEX-5 binding – C. elegans MEX-5 TCR-2 RNA binding activity. actives 0.38% (n = 300,000). AID 1832. activity score (negative = inhibition of binding), % at 10 µM. Q9XUB2. MEX-5/FITC-TCR2 RNA binding, fluorescence polarization; active compounds read low;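 active means inhibition past about -25% in most replicates, and total fluorescence under double the plate's negative control median, limit read from the data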;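 further: 0% = DMSO and -100% = 5 µM competing unlabeled TCR2 RNA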
Target sequence (Q9XUB2 whole entry, looked up): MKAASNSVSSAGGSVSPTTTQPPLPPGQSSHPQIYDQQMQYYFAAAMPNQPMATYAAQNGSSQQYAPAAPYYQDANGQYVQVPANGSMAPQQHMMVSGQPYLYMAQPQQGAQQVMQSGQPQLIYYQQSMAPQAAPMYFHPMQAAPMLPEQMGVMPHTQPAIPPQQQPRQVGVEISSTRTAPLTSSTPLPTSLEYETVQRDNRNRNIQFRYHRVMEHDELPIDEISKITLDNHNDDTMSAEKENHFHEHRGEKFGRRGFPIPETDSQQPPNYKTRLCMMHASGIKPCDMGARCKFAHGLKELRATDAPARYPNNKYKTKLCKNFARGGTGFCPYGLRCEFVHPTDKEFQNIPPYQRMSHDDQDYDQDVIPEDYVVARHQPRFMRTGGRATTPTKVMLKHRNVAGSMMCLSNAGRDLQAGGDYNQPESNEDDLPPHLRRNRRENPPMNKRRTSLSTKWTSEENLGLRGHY
AHR act – activates the human aryl hydrocarbon receptor. activation, % at 5 µM. P35869. actives 2.5% (n = 320,000). AHR-responsive luciferase reporter cells, luminescence; in the data active means activation above about 47%;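 further: 0% = vehicle wells and 100% = reference agonist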
MCL1 BIM primary – MCL1-BIM-BH3 interaction inhibition (human); Q07820; GST-MCL1 / FITC-Bim-BH3 fluorescence polarization; inhibition, % at 10.9 µM; actives 0.68% (n = 320,000); AID 2057;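 active means inhibition above the mean inhibition of all tested compounds plus 3 SD, set per campaign, cut at about 40% in these data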;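 further: 0% = DMSO wells and 100% = unlabeled Bim-BH3 peptide control; higher means more loss of mP so more displacement of Bim peptide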
* hit, by the source's call; x = not tested or not shown. Some of the compounds tested (hit frequency here may not be typical).

Structure,Fam108B counter,PME-1 inh,Bcl-xL primary,GLD-1 RNA inh,pPAFAH inh,PAFAH1B2 inh,MEX-5 binding,AHR act,MCL1 BIM primary
CCOC(=O)NC(=O)CSc1nc(C)cc(C)c1C#N,-1,4,11,7,3,2,1.7,3,10
Fc1ccccc1NC(=S)Nn1cnnc1,0,0,-4,-7,-6,2,-1.9,2,-10
COc1ccc(O)c(-c2cc(-c3cccc(Br)c3)n[nH]2)c1,18*,42*,-4,5,12,3,0.2,64*,-4
CCOc1cccc(C(=O)Nc2ccc(N(CC)CC)cc2)c1,0,2,7,2,10,5,0.2,7,6
CC(NC(=O)COC(=O)COc1ccc(Cl)cc1)c1ccccc1 (stereo not given),x,x,x,-4,15,18,x,0,x
NS(=O)(=O)c1ccc(N/N=C2/CCCc3ccccc32)c([N+](=O)[O-])c1,-1,-1,-4,2,7,-2,0.2,5,-14
CCN(c1c(C)n(C)n(-c2ccccc2)c1=O)S(C)(=O)=O,1,-2,4,8,2,1,-0.1,0,6
CCC(Sc1nc2cc(OC)c(OC)cc2c(=O)n1Cc1ccc(OC)cc1)C(=O)NCCOC (stereo not given),4,-3,-4,2,-3,0,-1.0,1,-7
COc1ccc(CN(C)C(=O)c2ccccc2OCc2c(C)noc2C)c(OC)c1,x,-2,-1,3,-4,-1,x,1,-3
CCOC(=O)c1cccc(NC(=O)C2CCN(S(=O)(=O)c3cccs3)CC2)c1,1,7,-2,5,-4,0,-0.1,-4,-2
COc1ccc(-c2nnc(SC(C)C(=O)Nc3c(C)n(C)n(-c4ccccc4)c3=O)o2)cc1 (stereo not given),-2,-8,1,-6,2,3,-2.8,0,1
CCc1nn(-c2ccccc2)c(=S)c2ccccc12,-3,0,4,-5,4,-1,-3.5,1,4
O=C(c1ccc([N+](=O)[O-])cc1)N1CCSC1c1ccc(Cl)cc1 (stereo not given),-4,2,1,8,5,29*,-1.0,0,3
CN(C)CCCN(C(=O)CCc1ccccc1)c1nc2ccc(F)cc2s1,8,7,4,1,4,1,-2.5,2,3
CC(C)c1ccc(NC(=O)Cn2nnc(C(=O)NCc3ccc4c(c3)OCO4)c2N)cc1,-10,-11,-1,4,1,0,-0.1,3,-5
CCOC(=O)N1CCN(Cc2cccs2)CC1,-3,8,3,14,-6,6,-1.6,-3,3

Two of these compounds in a different format.
Molecule: O=C(c1ccc([N+](=O)[O-])cc1)N1CCSC1c1ccc(Cl)cc1 (stereo not given)
  Fam108B counter = -4
  PME-1 inh = 2
  Bcl-xL primary = 1
  GLD-1 RNA inh = 8
  pPAFAH inh = 5
  PAFAH1B2 inh = 29*
  MEX-5 binding = -1.0
  AHR act = 0
  MCL1 BIM primary = 3
Molecule: CN(C)CCCN(C(=O)CCc1ccccc1)c1nc2ccc(F)cc2s1
  Fam108B counter = 8
  PME-1 inh = 7
  Bcl-xL primary = 4
  GLD-1 RNA inh = 1
  pPAFAH inh = 4
  PAFAH1B2 inh = 1
  MEX-5 binding = -2.5
  AHR act = 2
  MCL1 BIM primary = 3

(listing goes on)
Structure,Fam108B counter,PME-1 inh,Bcl-xL primary,GLD-1 RNA inh,pPAFAH inh,PAFAH1B2 inh,MEX-5 binding,AHR act,MCL1 BIM primary
COCCSc1nnc(NC(=O)CS(=O)(=O)c2ccc(C)cc2)s1,2,-1,0,-8,4,2,-0.3,-1,2
Cc1ccc(C)c(Nc2cc(C)nc(-c3ccccc3O)n2)c1,-7,-1,4,6,0,5,-1.1,25,3
COc1ccc(CC(=O)NNc2ncnc3c2cnn3Cc2ccccc2)cc1OC,1,-4,0,-2,-2,2,-1.7,3,4
Cc1cccc(CC(C)NC(=O)CCc2nnc(CCCCc3ccccc3)o2)n1 (stereo not given),-2,-12,-2,7,7,20,1.5,-3,0
Cc1ccc(OCCNC(=O)CNC(=O)c2ccccc2Cl)cc1,x,-1,2,5,1,2,x,2,9
CC(C)(C)NC(=O)COc1ccc(CNn2nnnc2N)cc1,-4,-4,2,-3,1,2,0.5,0,-3
Cc1cc(C)n(-c2n[nH]c(C)c2[N+](=O)[O-])n1,-4,-5,5,-10,-1,2,-2.7,2,-4
COc1ccccc1C(=O)NCCC(=O)Nc1nc2ccccc2[nH]1,3,2,-2,2,5,4,-2.0,12,-1
CC(C(=O)Nc1nccs1)N1C(=O)C2CC=CCC2C1=O (stereo not given),2,-1,1,2,0,6,0.0,4,-8
O=C(/C=C/c1cccs1)NC1CC1,-1,2,2,1,2,6,-1.6,4,-7
NNC(=O)c1csc(-c2cccc(C(F)(F)F)c2)n1,-2,1,-3,-3,3,-3,1.0,17,9
C=CCN(CC(O)c1cccc([N+](=O)[O-])c1)C(C)CCc1ccccc1 (stereo not given),-3,4,6,-2,5,5,1.2,3,-3
C=CCON/C(CCC)=C1\C(=O)CC(C)(C)CC1=NC,-1,-2,0,3,2,4,-0.9,1,1
Cc1cc(C)n(CCNS(=O)(=O)c2ccc(Cl)cc2)n1,-2,-2,-1,1,-6,6,-3.4,-1,-3
COc1ccc(S(=O)(=O)/N=C2/NC(=O)/C(=C\c3ccco3)S2)cc1,-4,-13,28,-2,35*,-3,-16,-1,55*
CCOC(=O)C(=O)/C(=C\N(C)C)c1onc(-c2ccccc2)c1C(=O)OC,-1,-1,-8,-10,8,3,0.5,16,-2
CSc1nc2c(c(=O)n1C)SC(C)C2 (stereo not given),-1,-4,0,0,-4,4,-1.5,5,-1
O=C(CSc1nc(=O)n(CCCN2CCOCC2)c2c1CCCC2)Nc1cccc(Cl)c1,-2,5,-2,5,8,3,0.9,-1,3
CC1(C)C(=O)OC(C(=O)c2ccc(Cl)cc2)C(C)(C)C1=O (stereo not given),1,-6,2,-1,2,8,-2.8,7,9
O=C(O)COc1ccc(Br)cc1C(c1c(C(=O)O)[nH]c2ccccc12)c1c(C(=O)O)[nH]c2ccccc12,7,0,5,0,7,53*,-8.9,15,17
Nc1ccccc1C(=O)NCc1ccc(F)cc1,-2,0,0,4,7,0,1.4,-3,-6
O=C(OCc1nnc(-c2ccccc2)o1)c1cccnc1Cl,-1,0,-3,2,1,3,-2.9,0,2
Cc1cc(Cl)ccc1OCC(=O)NNC(=O)c1ccc(=O)[nH]c1,x,x,x,3,6,-1,x,1,x
CCN(Cc1ccccc1)C(=O)C1CCC(CNc2c(N3CCOCC3)c(=O)c2=O)CC1 (stereo not given),0,2,5,2,-4,1,2.8,3,5
COC(=O)c1cn(NC(=O)Cc2ccc(Cl)c(Cl)c2)c(=O)c2ccccc12,-10,-11,7,2,-1,-2,1.4,3,10
O=C(NNC1=NC2(CCCC2)Cc2ccccc21)c1ccncc1,2,0,1,5,3,9,-1.8,24,-1
Cc1cccc(NC(=O)c2cc([N+](=O)[O-])ccc2N2CCN(C)CC2)c1,2,1,2,1,0,4,0.4,1,-3
O=C(Cc1cccs1)Nc1nnc(SCc2cccc3ccccc23)s1,4,-2,2,-2,14,-1,-1.4,7,-2
O=C(COc1ccccc1F)Nc1ccc2c(c1)CCC2,x,x,x,3,3,3,x,-2,x
C/C(=N\NC(=O)CCc1ccc(S(=O)(=O)N2CCOCC2)cc1)c1ccc(Br)cc1,4,5,6,3,1,1,0.2,4,12
CC(=O)N1CCN(CC(O)COc2ccc(S(=O)(=O)N3CCOCC3)cc2)CC1 (stereo not given),x,5,-1,-4,3,-1,x,1,-3
C=CCN1C(=O)c2ccc(C(=O)NCCOc3ccccc3F)cc2C1=O,3,0,-2,1,-3,5,1.9,10,-7
Cc1ccc(-c2csc(-c3c[nH]c4ccccc34)n2)c(C)c1,8,9,4,8,-1,5,1.4,106*,89*
COc1cccc(C(=O)Oc2ccc3ccc(=O)oc3c2)c1,-1,-1,1,4,6,4,1.0,0,6
Cc1nn(C)cc1C(N)=O,4,-8,-3,10,5,-1,0.6,0,0
CC1CCc2sc(C(=O)N(C)CC(=O)Nc3ccc(N4CCOCC4)cc3)cc2C1 (stereo not given),2,12,1,-2,13,1,0.0,1,-10
COc1cccc(C(C(=O)NC2CCCC2)N(C(=O)c2ccco2)c2ccc(C(C)=O)cc2)c1OC (stereo not given),0,-3,2,3,-2,3,0.1,1,4
CC1Cc2cc(S(=O)(=O)CCC(=O)NCc3ccco3)ccc2N1C(=O)C1CC1 (stereo not given),5,-2,1,1,6,0,3.9,-2,6
COc1cc2c(cc1NC(=O)C(C)OC(=O)c1ccc(S(=O)(=O)Nc3ccccc3Cl)cc1)oc1ccccc12 (stereo not given),-25,-28,-1,5,3,-9,-0.6,78*,-4
Cc1cccc(Sc2nc(-c3ccccc3)ccc2C#N)c1,-8,-1,2,12,-3,4,-0.4,43,-2
O=C1OC(/C=C/c2ccccc2)=NC/1=C\c1cccnc1,-1,1,3,7,6,2,-2.7,3,1
Cc1ccc(NC(=O)CSCc2cc(=O)n3ccsc3n2)c(C)c1,-2,2,-4,-3,-4,0,-0.1,3,-2
CC(=O)Nc1ccc(NC(=O)C2CCN(C(=O)c3ccc([N+](=O)[O-])cc3)CC2)cc1,2,-5,2,1,5,2,0.2,-1,-4
CCCNC(=O)COC(=O)c1ccc(OCC(=O)Nc2ccccc2OC)c(OC)c1,5,-1,6,0,-2,0,0.9,-2,7
c1ccc(-c2csc3ncnc(NCCN4CCOCC4)c23)cc1,2,-2,-2,-1,5,4,-0.3,-3,1
CC(NS(=O)(=O)c1ccc(Cl)c(Cl)c1)C(=O)OCC(=O)N1CCCCCC1 (stereo not given),x,7,3,4,7,0,x,1,1
COc1ccc(S(=O)(=O)N(C)CC(=O)NCCC2=CCCCC2)cc1,2,0,-6,-8,0,10,1.5,3,-7
CC(C)NS(=O)(=O)c1ccc(Oc2ncc(C(F)(F)F)cc2Cl)cc1,-5,2,6,3,8,8,1.8,2,3
